Screening data as filed in PubChem.
HT1080NT lethal – qHTS for induction of synthetic lethality in tumor cells producing 2HG: qHTS for the HT-1080-NT fibrosarcoma cell line; HT-1080-NT fibrosarcoma viability, CellTiter-Glo ATP luminescence, 48 h; Potency, µM (highest dose often 46.1 µM), for the others: at the top dose activity, negative = less viability, actives largely listed as cytotoxic; 360,000 tested, 1.6% active; AID 686970, 2013;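 also: NT is the 2HG producing partner of a matched IDH1 knockdown line; potency is read from the fitted curve at half-maximal effect; 0% = DMSO-treated cells and -100% = media-only wells without cells; nearly all actives have a fitted effect of over 55% in size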
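Luminescent CellTiter-Glo readout after 48 hours of compound exposure at 37 degrees C defined viability of HT-1080-NT cells. Activity was normalized to DMSO wells and cell-free media wells; concentration-response curves were fitted and assigned curve classes.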
ATXN2 expr inh – Primary qHTS for Inhibitors of ATXN expression. Potency, µM (highest dose often 57 µM), for inactives: at the highest dose activity change, negative = inhibition, hits mostly inhibitors. AID 1745845, 2022. 360,000 tested, 0.72% active. HEK-293 ATXN2-luciferase reporter, luminescence, 24 h; also: potency is read from the fitted curve at half-maximal effect; % is scaled to controls: 0 for no effect and ±100 for the full control effect; nearly all actives have a fitted effect of over 55% in size
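ATXN2-luciferase reporter cells (luciferase flanked by upstream and downstream ATXN2 gene portions) were treated 24 h at 37 °C with compounds at up to 57 uM. SteadyGlo luminescence gave expression; GF-AFC fluorescence gave viability.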
IL1B secr inh – qHTS for Inhibitors of Inflammasome Signaling: IL-1-beta AlphaLISA Primary Screen | THP-1 LPS/ATP IL-1B secretion, AlphaLISA, 16 h; stronger effect = lower value | 360,000 tested, 4.7% active | AID 743279, 2014 | activity change, % at 57.5 µM; in the data active = activity change below about -50%; inconclusive = mostly about -30% to -49%; also: % is scaled to controls: 0 for no effect and ±100 for the full control effect
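Secreted IL-1B measured by AlphaLISA bead assay after 16 h compound exposure of THP-1 cells; compounds (final up to 57.5 uM) added 1 h before LPS (250 ng/mL) and ATP (1.25 mM) stimulation; lower signal means less secretion.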
HT1080 IDH1KD tx – qHTS for induction of synthetic lethality in tumor cells producing 2HG: qHTS for the HT-1080-IDH1KD cell line; HT-1080 IDH1 knockdown viability, ATP luminescence, 48 h; Potency, µM (titrated, usually from 46.1 µM), without a hit: top-dose activity, negative = toxicity, most hits filed as cytotoxic; 360,000 tested, 2% active; AID 686971, 2013;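 also: potency is read from the fitted curve at half-maximal effect; 0% = DMSO wells and -100% = cell-free medium wells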
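After a 2 h attachment period, IDH1KD HT-1080 cells took pin-transferred compound for 48 h at 37 °C; ATP-based luminescence after 10 min room-temperature reagent incubation reported viability.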
KB-V1 cytotox – qHTS assay for MDR1-selective chemotherapeutics: Primary screen using the drug-selected MDR subline cells KB-V1; KB-V1 MDR cells viability, CellTiter-Glo, 72 h; Potency, µM (series often up to 46.1 µM), inactives show at the top dose activity change, negative = cytotoxicity, actives largely listed as cytotoxic; 400,000 tested, 3.4% active; AID 1347076, 2019; also: potency is read from the fitted curve at half-maximal effect; % is scaled to controls: 0 for no effect and ±100 for the full control effect; nearly all actives have a fitted effect of over 60% in size
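Following 72 h at 37 degrees C with compound, KB-V1 cell viability was read by CellTiter-Glo luminescence, medium being phenol-red-free DMEM plus 10% FBS; concentration-response parameters came from normalized, curve-fitted qHTS data.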
MCF10A rerep – A quantitative high throughput screen for small molecules that induce DNA re-replication in MCF 10a normal breast cells. AID 624296, 2012. 350,000 tested, 2.9% active. MCF 10A DNA re-replication, Hoechst nuclear intensity, 48 h. Potency, µM (series often up to 46.1 µM), for the others: at the highest dose activity, positive = re-replication, hits mostly activators; also: potency is read from the fitted curve at half-maximal effect; % of control where 0% means no effect; nearly all actives have a fitted effect of over 50% in size
SW480 rerep – A quantitative high throughput screen for small molecules that induce DNA re-replication in SW480 colon adenocarcinoma cells; SW480 DNA re-replication, Hoechst DNA content imaging, 48 h; Potency, µM (series often up to 46.1 µM), inactives show top-dose re-replication activation, usual class: activators; 340,000 tested, 1.8% active; AID 624297, 2012; also: potency is read from the fitted curve at half-maximal effect; % of control where 0% means no effect; nearly all actives have a fitted effect of over 55% in size
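SW480 cells exposed to compounds for 48 hr at 37 C, 5% CO2, then Hoechst-stained 40 min. Nuclear DNA content imaged by fluorescence scanning (405 nm excitation, 500-530 nm emission); re-replication scored as increased high-intensity nuclei.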
ATXN viability – Viability Counterscreen for Primary qHTS for Inhibitors of ATXN expression | S2 cells (HEK-293 line with an ATXN2-luciferase reporter) viability, CellTiter-Fluor protease fluorescence, 24 h | Potency, µM (highest dose often 56.7 µM), most hits filed as cytotoxic | 400,000 tested, 0.49% active | AID 651635, 2014; also: potency is read from the fitted curve at half-maximal effect; nearly all actives have a fitted effect of over 40% in size
KB-3-1 tox – qHTS assay for MDR1-selective chemotherapeutics: Primary screen using the parental adenocarcinoma cell KB-3-1. KB-3-1 viability, CellTiter-Glo ATP luminescence, 72 h. Potency, µM (top dose mostly 46.1 µM), for inactives: at the highest dose activity change, negative = cytotoxic, most hits filed as cytotoxic. 400,000 tested, 1.4% active; also: potency is read from the fitted curve at half-maximal effect; % is scaled to controls: 0 for no effect and ±100 for the full control effect; nearly all actives have a fitted effect of over 60% in size
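Here the drug-naive KB-3-1 line serves as comparator for MDR sub-line selectivity; cells received compound titrations, 72 h at 37 °C, then CellTiter-Glo readout.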
* marks the source's active call; other numbers are inactive results; i = inactive; u = inconclusive; x = not tested or not shown; & = joins results of further samples; [ ] = another dose, or the depositor's remark. Unless noted, calls follow the shape of the dose curve; as a rule, active = well fitted curve in the direction sought with a large enough effect; inconclusive = small, poorly fitted or top-dose-only effect, or another doubt; inactive = no such curve, though single readings can be large; an effect the other way counts as inactive or inconclusive. Some of the compounds tested, so the mix of outcomes need not match the whole.

SMILES | HT1080NT lethal | ATXN2 expr inh | IL1B secr inh | HT1080 IDH1KD tx | KB-V1 cytotox | MCF10A rerep | SW480 rerep | ATXN viability | KB-3-1 tox
OCC12COC3c4ccccc4C(OC1)N32 (configuration not stated) | 13.2% | -1.8% | -7.0 | 6.9% | -3.2% | 0.0% | -7.8% | i | 3.4%
O=C1NCN(c2ccccc2)C12CCN(C(c1ccccc1)c1nnnn1C1CCCC1)CC2 (configuration not stated) | -0.8% | -24.4% | u | -8.4% | u | x | x | u | -0.5%
CN1CCN(/N=C/c2c(O)n(CCC3=CCCCC3)c(=S)[nH]c2=O)CC1 | 1.1% | -14.5% | -13.4 | 4.3% | u | u | -0.6% | i | 15.9%
CN1CCC(=O)N(CCN=[N+]=[N-])CC1 | 13.9% | 6.8% | 16.4 | 16.6% | 25.2%&7.1% | 4.3% | -10.5% | i | 20.7%&2.6%
COCCOC(=O)c1c(N)n(Cc2ccc(OC)cc2)c2nc3ccccc3nc12 | -17.5% | -0.4% | -26.3 | -10.7% | -5.1% | 5.1% | 20.2% | i | -3.2%
C[C@]12CC[C@H]3[C@@H](CCC4=CC(=O)CC[C@@H]43)[C@@H]1CC[C@@H]2O | 14.3% | -0.1%&-11.6% | -15.9 | -6.7% | 2.31µM* | 2.1% | -28.7% | i | 10.3µM*
COCCN1C(=O)NC(=O)/C(=C\c2ccc(Br)cc2)C1=O | -1.4% | x | -2.3 | -2.6% | 13.2% | -16.5% | -23.6% | i | 0.4%
Cc1cc(OCC(=O)NCC(O)c2ccccc2)c2c3c(c(=O)oc2c1)CCC3 (configuration not stated) | 21.4% | -5.3% | 5.8 | 26.2% | -7.2% | 2.7% | u | i | u
CCCCOC(=O)C1=C(N)OC2=C(C(=O)CCC2)[C@]12C(=O)N(C)c1ccccc12 | 1.9% | -0.1% | 23.7 | -1.5% | 4.6% | -3.0% | -0.5% | i | -2.2%
O=CC(Cl)P(=O)(N1CCCCC1)N1CCCCC1 (configuration not stated) | -6.2% | -16.2% | 14.8 | -1.3% | -0.9% | 1.6% | 0.5% | i | 0.0%
O=C1C(I)=CC(=C(c2cc(I)c(O)c(I)c2)c2ccccc2C(=O)O)C=C1I | x | 8.8% | x | x | x | u | -2.7% | u | x
O=C(NCc1cccnc1)c1ccc(COc2ccc3c(c2)CCC3)o1 | u | u | -21.5 | u | 18.4µM* | u | 9.0% | u | 0.0%
CC/C(=N\NC(=O)c1ccccc1Cl)c1c(O)n(C2CCCCC2)c(=O)[nH]c1=O | 5.4% | x | 14.8 | -7.2% | 19.8% | 19.7% | 1.0% | i | 2.8%
CCN1c2nc3c(C)cccn3c(=O)c2CC2(C(=O)N(C)C(=O)N(C)C2=O)C1C (configuration not stated) | -6.4% | 1.9% | -7.5 | -16.3% | -17.1% | -0.6% | -3.9% | i | -6.4%
c1ccc(C2c3ccccc3-n3nncc3CN2CC2CCCCC2)cc1 (configuration not stated) | -2.3% | -19.4% | 15.7 | -23.1% | u | u | 13.3%[9.22 µM] | i | -4.4%
C=CCn1c(O)c(C(C)=Nc2ccc(N(CC)CC)cc2)c(=O)[nH]c1=O | u | -4.1% | 39.3 | u | 11.6µM* | u | 14.6µM* | u | 5.8µM*
COc1cccc(CC(=O)N(C)C2CCCN(Cc3ccccc3F)C2)c1 (configuration not stated) | -10.1% | 3.6% | -13.4 | -8.9% | -6.5% | 6.6% | -4.3% | i | -2.7%
CC12CN3CCN(C1)CC(C)(C3)C2=NO | -2.6% | 5.8% | -8.4 | -3.2% | -0.9% | u | u | i | -7.3%
COc1cc2c(cc1OC)CN(c1ccc([N+](=O)[O-])c(C(F)(F)F)c1)CC2 | u | -38.8% | -51.2* | u | -4.9% | u | 1.2% | i | 0.0%
Brc1ccc(C2N3CCCN23)cc1 (configuration not stated) | 3.1% | -17.1% | 3.2 | 13.2% | 0.0% | -2.8% | 0.2% | u | 21.8%
Cc1ccc(N(C)C(=O)Oc2cccc3ccc(C)nc23)cc1 | -5.4% | -15.5% | -7.7 | -0.6% | 3.7% | 18.3% | -1.8% | u | 0.0%
CCOc1cccc(N2C(=O)/C(=C/c3ccco3)C(=O)NC2=S)c1 | -0.8% | x | -2.9 | 2.9% | 0.0% | 6.3% | -1.3% | i | 1.2%
COc1ccc(Br)cc1CNCCc1cccc(Cl)c1 | -27.4% | x | -72.2* | -21.7% | -23.7% | -14.6% | -5.8% | x | -0.6%
CCN(CC)c1ccc(C=C2C(=O)NC(=S)NC2=O)cc1 | u | x | -97.3* | u | u | u | 143.5% | u | u
COC(=O)C1=C(c2ccc(-c3ccccc3)c(F)c2)C[C@@H]2CC[C@H]1N2C(=O)NCCCOC(C)C | -6.3% | u | -9.7 | -8.4% | 0.0% | u | u | u | u

Of the compounds above, these contain a furan ring, fused or not.
SMILES | HT1080NT lethal | ATXN2 expr inh | IL1B secr inh | HT1080 IDH1KD tx | KB-V1 cytotox | MCF10A rerep | SW480 rerep | ATXN viability | KB-3-1 tox
O=C(NCc1cccnc1)c1ccc(COc2ccc3c(c2)CCC3)o1 | u | u | -21.5 | u | 18.4µM* | u | 9.0% | u | 0.0%
CCOc1cccc(N2C(=O)/C(=C/c3ccco3)C(=O)NC2=S)c1 | -0.8% | x | -2.9 | 2.9% | 0.0% | 6.3% | -1.3% | i | 1.2%

(next part)
SMILES | HT1080NT lethal | ATXN2 expr inh | IL1B secr inh | HT1080 IDH1KD tx | KB-V1 cytotox | MCF10A rerep | SW480 rerep | ATXN viability | KB-3-1 tox
CC1NCCC2(O)CCCCC12 (configuration not stated) | u | x | 0.0 | -0.4% | -8.2% | -7.2% | 0.9% | i | -6.1%
COc1ccc(/C=C/C(=O)c2c(O)n(CCC3=CCCCC3)c(=O)[nH]c2=O)cc1 | -6.6% | u | -16.0 | -9.4% | 10.3µM* | 7.31µM* | -1.3% | i | 20.6µM*
Cc1ccc(C)c(-n2c(C)nc3ccccc3c2=O)c1 | u | x | 12.6 | 7.1% | -19.7% | 8.4% | -16.4% | u | 3.5%
Cc1ccc(-n2c(O)c(C=NCCCn3ccnc3)c(=O)[nH]c2=O)cc1 | 0.0% | 11.3% | 23.1 | -9.6% | -3.0% | 3.6% | -4.8% | i | -1.5%
C=CC[C@@H](CC(=O)N[C@@H](CO)Cc1ccccc1)C(=O)NCCOC(=O)[C@@H](CC=C)Cc1ccc(F)cc1 | -1.9% | 6.9% | 4.0 | 4.9% | 0.0% | -15.9% | -7.8% | i | 0.0%
CCOC(=O)C(O)(c1ccc(N(CC)C(=O)OC)cc1)C(F)(F)F (configuration not stated) | -4.8% | 16.5% | 23.4 | 4.2% | 20.6µM* | -1.5% | -17.5% | i | -21.6%
C=CCn1c(O)c(C(=O)CCCCCC)c(=O)[nH]c1=O | u | -3.5% | 32.6 | u | 0.0% | u | 10.1% | i | 0.0%
CC(C)CN(C(=O)CN1CC=C(c2ccccc2)CC1)c1c(N)n(CC(C)C)c(=O)[nH]c1=O | 4.3% | -9.1% | -5.7 | -10.9% | -3.8% | -4.0% | 3.3% | i | 4.4%
O=c1[nH]c(O)c(C=Nc2ccc(Cl)c(C(F)(F)F)c2)c(=O)[nH]1 | 11.7% | -19.1% | 1.5 | 10.9% | u | u | -20.5% | i | 9.2%
O=C(Cn1c(=O)n(CC2CS2)c2ccccc21)N1CCCCCC1 (configuration not stated) | -6.6% | -6.2% | 22.2 | 10.5% | 6.9% | -0.8% | -1.6% | i | 0.5%
c1ccc(N2C3C4CC(C5CCCC54)C32)cc1 (configuration not stated) | 4.7% | 2.3% | 14.0 | -0.8% | u | u | -6.6% | i | 4.3%
CN(C(=O)CSc1nc2ccc(NC(=O)COc3ccccc3)cc2s1)c1ccccc1 | x | u | x | x | u | x | x | u | -3.9%
C[C@]12Cc3nonc3C[C@@H]1CC[C@@H]1[C@@H]2CC[C@@]2(C)[C@H]1CC[C@]2(C)O | x | u | x | x | x | 5.1% | -3.2% | i | x
CC(Cc1cccs1)NCc1ccccc1 (configuration not stated) | 3.5% | -9.9% | -2.0 | 13.0% | u | 0.3% | 0.0% | i | 7.6%
C[C@H]1COc2cccc(N3CCN(C)CC3)c2S(=O)(=O)N1 | 16.9% | 18.1% | 6.5 | 11.4% | -2.0% | x | x | i | 7.1%
Cc1cccc(NP(=O)(Oc2ccccc2F)Oc2ccccc2F)c1 | -23.9% | -16.3% | -99.0* | u | 18.4µM* | u | u | i | u
Cc1cccc(-n2c(-c3ccco3)nc3ccccc3c2=O)n1 | 5.2% | 1.4% | -5.1 | 4.5% | -14.4% | -0.7% | -1.1% | i | 9.5%
CN(C)CP(=O)(O)CN(C)C=O | 14.6% | -10.0% | 29.4 | 18.6% | 17.0% | 10.3% | -3.1% | u | 23.4%
COc1cc(O)cc2c1cc([N+](=O)[O-])c1c(C(=O)O)cc3c(c12)OCO3 | -1.0% | -6.1% | 10.2 | 0.0% | 0.0% | -22.8% | -48.1%[inhibitor] | i | 0.0%

2 compounds from above, showing only MCF10A rerep.
Molecule | MCF10A rerep
O=C(Cn1c(=O)n(CC2CS2)c2ccccc21)N1CCCCCC1 (configuration not stated) | -0.8%
c1ccc(N2C3C4CC(C5CCCC54)C32)cc1 (configuration not stated) | u
